# Bioassay records as filed in PubChem BioAssay.
# D1 antag: antagonists of human D1 dopamine receptor. P21728. HEK293 TREx D1 cells, calcium flux, dopamine EC80; hits give low values. activity change, negative = inhibition, % at 10 µM. 3.2% of 360,000 active. AID 504652; in the data active = activity change below about -30%; note: % is set by controls: 0 for no effect and ±100 for the full control effect
# Target sequence (P21728 whole entry, looked up): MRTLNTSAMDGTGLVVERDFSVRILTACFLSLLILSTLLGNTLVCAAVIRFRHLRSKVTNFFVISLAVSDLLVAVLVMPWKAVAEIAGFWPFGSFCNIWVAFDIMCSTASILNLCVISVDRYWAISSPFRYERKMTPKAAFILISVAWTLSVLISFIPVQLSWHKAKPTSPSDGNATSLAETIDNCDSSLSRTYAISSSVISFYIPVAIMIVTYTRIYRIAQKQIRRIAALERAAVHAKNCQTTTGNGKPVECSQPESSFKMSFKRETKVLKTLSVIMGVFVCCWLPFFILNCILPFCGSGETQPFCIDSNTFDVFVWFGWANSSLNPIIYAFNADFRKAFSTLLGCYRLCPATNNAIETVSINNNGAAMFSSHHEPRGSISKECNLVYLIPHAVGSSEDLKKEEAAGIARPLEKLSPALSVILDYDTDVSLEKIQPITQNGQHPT
#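 Antagonism measured as reduced calcium response to an EC80 dopamine addition following 180 s compound pre-read; cells were inducible HEK293 Trex D1 plated overnight at 30 C, read kinetically at 1 cycle/sec.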
# D1 agonist: human D1 receptor agonism; P21728; HEK293 T-REx D1 cells, calcium flux, agonist mode; activation, % at 2 µM; 1% of 360,000 active; in the data active = activation above about 30%; note: 0% is about no effect
#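 Inducible HEK293 T-REx D1 cells, force-coupled to calcium signalling, were plated at 4000 cells/well with tetracycline and held overnight at 30 C. After no-wash calcium dye loading, compound-evoked calcium rise over 180 s flagged agonists.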
# Vif-A3F inh: Vif-A3F binding inhibition. HeLa A3F-eYFP + Vif (tagged APOBEC3F with the HIV-1 protein that degrades it), YFP fluorescence increase. Potency, µM (doses to about 46.1 µM), without a hit: at the highest dose activity, negative = active. 0.2% of 390,000 active; note: potency is the fitted concentration of half-maximal effect; % of control where 0% means no effect; nearly all actives have a fitted effect of over 65% in size
#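 HeLa cells stably expressing Vif plus C-terminally eYFP-tagged A3F were seeded, incubated overnight at 37 deg C, dosed with compound, incubated overnight again at 37 deg C. Yellow fluorescence (Ex 488/Em 500-530) reported blocked Vif-mediated A3F-eYFP degradation.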
# Glioma ERSR ind: ER stress response induction in glioma | Potency, µM, inactives show at the top dose activation, hits mostly activators | 0.02% of 420,000 active | U87-MG GRP78 promoter luciferase reporter, 16 h; note: potency is the fitted concentration of half-maximal effect; series mostly up to about 76 µM; % of control where 0% means no effect; nearly all actives have a fitted effect of over 35% in size
#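 Stably transfected U87-MG human glioma cells carrying a GRP78-based luminescent sensor were seeded at 1000 cells/well, pin-dosed with compounds and incubated 16 h. Luciferase reagent was then added, and end-point luminescence was read after 10 min at room temperature.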
# Vif-A3G inh: inhibitors of Vif-APOBEC3G interaction | Q9HC16 | HeLa A3G-eYFP + Vif (tagged APOBEC3G with the HIV-1 protein that degrades it), YFP fluorescence, overnight | Potency, µM (highest dose often 46.1 µM), inactives show at the highest dose activity, negative = active, actives largely listed as inhibitors | 0.076% of 410,000 active;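 note: potency is the fitted concentration of half-maximal effect; % is set by controls: 0 for no effect and ±100 for the full control effect; nearly all actives have a fitted effect of over 60% in size; hits raise eYFP signal because A3G escapes Vif-driven loss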
#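 Read-out is eYFP fluorescence (Ex 488/Em 500-530) from Vif-expressing HeLa A3G-eYFP cells; more signal means A3G escaped Vif-mediated degradation. Cells plated overnight, compound pinned in, incubated overnight at 37 deg C.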
# RXFP1 antag: blocks the human relaxin receptor RXFP1. Q9HBX9. HEK293-RXFP1, relaxin-stimulated cAMP HTRF, 30 min; hits give low values. activity change, negative = inhibition, % at 57.5 µM. 0.59% of 350,000 active. AID 1259400;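 active = activity change of -60% or lower, but not beyond a set lower limit; inconclusive = change between -60% and -40%, or beyond the set limit; inactive = change above -40%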; note: % is set by controls: 0 for no effect and ±100 for the full control effect
# D1 PAM: human D1 dopamine receptor positive modulation. P21728. HEK293 TREx D1 cells, calcium flux, dopamine EC20 potentiation. potentiation, % at 10 µM. 0.036% of 360,000 active. AID 504651; in the data active = potentiation above about 30%; note: 0% is about no effect
# RXFP1 agonist: agonists of human relaxin receptor RXFP1 | AID 2676 | Q9HBX9 | HEK293T-RXFP1 cAMP TR-FRET, 30 min; response scale: percent of porcine relaxin response, buffer zero | Potency, µM (titrated, usually from 57.5 µM), without a hit: top-dose activation, most hits filed as activators | 0.3% of 370,000 active; note: potency is the fitted concentration of half-maximal effect; % is set by controls: 0 for no effect and ±100 for the full control effect; nearly all actives have a fitted effect of over 60% in size; many of its hits are not listed in these tables
#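 cAMP rise read by TR-FRET after 30 min, 37C compound exposure (up to 58 uM) in RXFP1-transfected HEK293 cells with Ro 20174 present. EC50 from Hill-equation fits, with 29 nM porcine relaxin as 100% and buffer as basal.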
# D2 PAM: positively modulates the human D2 dopamine receptor allosterically | P14416 | HEK293 T-REx D2, calcium flux, EC20 dopamine potentiation | potentiation, % at 10 µM | 0.34% of 340,000 active;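 active = potentiation over 3 SD above the plate norm, cut at about 30% in these data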; note: 0% is about no effect
# Target sequence (P14416 whole entry, looked up): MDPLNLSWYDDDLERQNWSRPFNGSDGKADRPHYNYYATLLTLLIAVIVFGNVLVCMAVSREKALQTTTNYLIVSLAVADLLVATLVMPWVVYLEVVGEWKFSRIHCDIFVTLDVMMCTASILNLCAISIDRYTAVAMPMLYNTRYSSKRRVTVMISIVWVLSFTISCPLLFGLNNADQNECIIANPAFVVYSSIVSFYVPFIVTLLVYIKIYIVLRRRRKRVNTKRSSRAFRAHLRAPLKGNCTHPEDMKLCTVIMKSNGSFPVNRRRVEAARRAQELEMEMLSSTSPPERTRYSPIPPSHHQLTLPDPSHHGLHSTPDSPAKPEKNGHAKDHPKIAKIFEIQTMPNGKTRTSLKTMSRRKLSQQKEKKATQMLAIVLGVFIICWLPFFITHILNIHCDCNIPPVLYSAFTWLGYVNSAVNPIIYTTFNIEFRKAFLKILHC
#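 Potentiation of an EC20 dopamine calcium response is measured in a force-coupled, tetracycline-inducible Hek293 Trex D2 line. Compound-only kinetic reads over 180 s flag agonists before dopamine addition.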
# * = called active by the depositor; ? = inconclusive; · = not tested or not shown; & = joins results of further samples. Unless noted, calls come from the whole dose curve; as a rule, active = well fitted curve in the direction sought with a large enough effect; inconclusive = small, poorly fitted or top-dose-only effect, or another doubt; inactive = no such curve, though single readings can be large; an effect the other way counts as inactive or inconclusive. The list is partial; count on the stated rates, not on these rows.
SMILES,D1 antag,D1 agonist,Vif-A3F inh,Glioma ERSR ind,Vif-A3G inh,RXFP1 antag,D1 PAM,RXFP1 agonist,D2 PAM
CCCCN1C(=O)C2C3C=CC(C2C1=O)C1C2C(=O)N(CCCC)C(=O)C2C31 (configuration not stated),-6,9,5%,-2%,1%,-3,-11,-0.5%,-4
COc1ccc(/C=C(\C#N)C(=O)OCC(=O)N(C)C2CCS(=O)(=O)C2)cc1 (configuration not stated),15,0,-6%,-4%,-2%,-11,-2,0.3%,8
CCC(C)c1ccc(NC(=O)COC(=O)C2CCCC2)cc1 (configuration not stated),·,·,4%,-1%,-1%,-14,·,·,·
COc1cc(CNC(=O)c2cnc(SC)nc2-c2ccccc2)cc(OC)c1OC,-15,-1,0%,-4%,3%,-9,4,0.9%,3
COc1ccc2oc(C(=O)N(C)Cc3ccc4c(c3)OCCO4)c(C)c2c1,-25,19,-17%,8%,2%,-6,-7,0.6%,-9
Nc1cc(OC(=O)c2ccc(F)cc2)nn1S(=O)(=O)c1ccccc1,-1,1,-5%,-1%,-7%,-24,-13,-0.7%,10
Cc1ccsc1/C=N/NC(=O)c1sccc1C,1,-1,-5%,-5%,-6%,-7,-3,-3.5%,16
Cc1nn(C)cc1CN1CCCC(C(=O)c2ccc(-c3ccccc3)c(F)c2)C1 (configuration not stated),-1,6,4%,-6%,-2%,-11,-8,-0.7%,-2
O=C(CC(c1ccccc1)c1ccccc1)NCC(O)c1ccc([N+](=O)[O-])cc1 (configuration not stated),3,7,-3%,-2%,-1%,-10,-4,-0.6%,17
CC(C)NC(=O)c1noc2cc([N+](=O)[O-])ccc12,·,·,-3%,4%,1%,-8,·,-0.4%,·
CCOc1cc(-c2nnc(SCC(=O)NCc3ccc(C)cc3)nc2-c2ccc(OC)c(OCC)c2)ccc1OC,3,2,-7%,-3%,-2%,-38,-2,3.8%,7
COc1ccc(/C(N)=N/OC(=O)Cc2cccs2)cc1OC,-2,3,4%,?,-5%,-1,-2,11%,9
Cc1ccc(CN(C(=O)c2ccc(C(C)(C)C)cc2)c2ccccn2)o1,-8,1,1%,-1%,2%,·,-1,-0.8%,-27
Cc1ccc(N=Cc2ccccc2O)cc1Cl,·,·,10%,3%,0%,4,·,·,·
CN(C(=O)CCNC(=O)Cn1cnc2ccccc2c1=O)c1ccccc1F,0&11,3&-3,1%&1%,-2%&-2%,0%&-2%,1,-2&0,8.4%&-0.9%,-9&8
CCCCCn1nc(C(=O)N(CCOC)c2c(N)n(CCCC)c(=O)[nH]c2=O)c2ccccc2c1=O,-3,-2,7%,-3%,3%,-1,-5,0.4%,12
Cc1cc(N)ccc1-c1cc2ccccc2oc1=O,-20,-1,-4%,18%,0%,3,-8,2.0%,2
Cc1ccccc1C(=O)N(Cc1nc2ccccc2c(=O)[nH]1)C1CCCC1,33,-1,10%,1%,-9%,-12,6,-0.8%,-20
Cc1ccc(C(=O)CSc2nnnn2-c2ccccc2)o1,0,4,-1%,2%,5%,-2,-3,3.3%,-1
O=C(C1CCN(S(=O)(=O)c2ccc3ccccc3c2)CC1)N1CCN(c2ncccn2)CC1,-4,1,-1%,-6%,1%,-2,-7,2.3%,4
O=C(Nc1ccc(NC(=O)c2cccs2)cc1)c1ccccc1,-6,4,7%,1%,0%,-17,-2,-0.5%,-3
N#Cc1c(NC(=O)c2cc3nc(-c4ccc(Br)cc4)cc(C(F)(F)F)n3n2)sc2c1CCCC2,19,3,-5%,-3%,-8%,4,2,-0.1%,·
COc1ccc2c(c1)cc1n2CCN2CCCN=C12,-9,0,-2%,-4%,2%,-17,-1,2.3%,8
NN1C(=O)NC(c2ccccc2)(c2ccccc2)C1=O,-8,2,2%,1%,0%,-3,-4,1.8%,·
COc1ccccc1N1CCN(C(=O)c2cc(-c3ccc(Br)cc3)on2)CC1,17,0,-3%,-2%,-2%,-29,0,0.5%,8
SMILES,D1 antag,D1 agonist,Vif-A3F inh,Glioma ERSR ind,Vif-A3G inh,RXFP1 antag,D1 PAM,RXFP1 agonist,D2 PAM
CCOC(=O)Cn1c(C(F)(F)F)nc2nc(Cl)c(Cl)nc21,·,·,2%,-2%,1%,-10,·,·,·
O=C(CCc1ccccc1)OCCOC(=O)CCc1ccccc1,-3,3,1%,-1%,-7%,-11,-11,1.1%,0
CCCC(=O)N(Cc1cc(=O)[nH]c2ccccc12)c1ccccc1C,3,2,5%,0%,4%,-7,0,4.1%,-4
CCCn1c(CN2CCN(C(=O)OCC)CC2)nc2cc([N+](=O)[O-])ccc21,-3,14,-11%,-2%,-3%,-4,1,8.7%,9
COc1ccc(S(=O)(=O)NCCS(=O)(=O)N2CCN(c3ccccc3)CC2)cc1,-2,7,0%,-2%,1%,2,-6,-0.6%,2
Cc1ccc(S(=O)(=O)N2CCN(C(=O)CNC(=O)c3sc4ccccc4c3Cl)CC2)cc1,-5,1,-13%,-1%,0%,-14,0,7.9%,-4
Nc1ccc(S(=O)(=O)NC2(C(F)(F)F)NC(=O)N(Cc3ccccc3)C2=O)cc1 (configuration not stated),-1,3,-18%,-4%,-4%,-1,-7,3.1%,-3
O=C(NCc1ccccn1)c1n[nH]c(=O)c2ccccc12,12,6,2%,-1%,3%,9,-1,4.4%,9
Cc1ccc(CC2CC(=O)N(c3nc(C)cc(C)n3)C2=O)cc1 (configuration not stated),-5,0,-10%,-2%,0%,6,-1,-1.1%,1
CCN(Cc1ccccc1)C(=O)CSc1nc(C)cc(=O)[nH]1,-9,1,2%,-3%,-8%,0,-1,5.6%,-1
CN(CCNC(=O)C1CCC(=O)N(Cc2cccc(F)c2)C1)CCc1ccccc1 (configuration not stated),0,0,4%,-2%,-3%,-8,-1,3.5%,-10
Cc1ccc(NC(=O)Cn2c(=O)c(C(F)(F)F)nc3ccccc32)c(C)c1,-23,1,-13%,3%,-3%,·,-2,3.0%,-7
N#Cc1ccccc1NC(=O)C(=O)NCC(c1cccnc1)N1CCc2ccccc2C1 (configuration not stated),5,2,10%,0%,1%,-27,4,-0.9%,6
O=C(Nc1ccc(Cl)cc1)N1CCC(c2nc(-c3cccs3)no2)CC1,-46*,17,-13%,2%,0%,8,-12,0.8%,13
Cc1cc(C(F)(F)F)nn1Cc1n[nH]c(=S)n1-c1ccc(F)cc1,4,3,4%,6%,-1%,-1,0,-1.3%,7
CC1CCCN(C(=O)c2ccc(OC3CCN(CCc4ccccc4)CC3)cc2)C1 (configuration not stated),-10,2,5%,-4%,4%,-33,-1,-0.5%,-23
C=CCn1cnc2scc(-c3ccc(CC)cc3)c2c1=O,7,5,-7%,2%,-4%,-4,-9,1.1%,4
CC(OC(=O)CC(C)c1ccccc1)C(=O)Nc1ccc(Cl)cn1 (configuration not stated),-5,5,-18%,-3%,1%,-37,-3,-0.2%,2
CCOC(=O)c1cc(-c2ccccc2)sc1NC(=O)C(C)C,-7,0,4%,-4%,0%,-7,-3,-0.1%,-5
Cc1cc(OCC(=O)Nc2ccc(CN3CCOCC3)cc2)c2c(C)c(C)c(=O)oc2c1,-9,1,5%,-3%,3%,-11,-2,2.8%,0
Cc1csc2nc(SCC(=O)N3CCN(c4ccccc4)CC3)[nH]c(=O)c12,-4,9,-7%,3%,-2%,-1,-2,1.1%,-2
COc1ccc(S(=O)(=O)N2CCC(C(=O)OCC(=O)c3ccccc3)CC2)cc1[N+](=O)[O-],-4,1,-1%,-6%,-3%,-2,7,0.7%,·
COc1cc(/C=C/C(=O)OCC(=O)NC2CCS(=O)(=O)C2)ccc1O (configuration not stated),11,1,-12%,-3%,2%,-6,5,2.2%,-3
O=C(NCc1ccc2c(c1)OCO2)C1CC(=O)N(C2CCCCCCC2)C1 (configuration not stated),1,2,2%,-3%,0%,2,-8,2.0%,-5
NC(N)=Nc1nc2ccc([N+](=O)[O-])cc2[nH]1,-7,3,1%,-3%,0%,0,1,1.2%,10

# Of the compounds above, 9 contain a thiophene ring, fused or not:
SMILES,D1 antag,D1 agonist,Vif-A3F inh,Glioma ERSR ind,Vif-A3G inh,RXFP1 antag,D1 PAM,RXFP1 agonist,D2 PAM
Cc1ccsc1/C=N/NC(=O)c1sccc1C,1,-1,-5%,-5%,-6%,-7,-3,-3.5%,16
COc1ccc(/C(N)=N/OC(=O)Cc2cccs2)cc1OC,-2,3,4%,?,-5%,-1,-2,11%,9
O=C(Nc1ccc(NC(=O)c2cccs2)cc1)c1ccccc1,-6,4,7%,1%,0%,-17,-2,-0.5%,-3
N#Cc1c(NC(=O)c2cc3nc(-c4ccc(Br)cc4)cc(C(F)(F)F)n3n2)sc2c1CCCC2,19,3,-5%,-3%,-8%,4,2,-0.1%,·
Cc1ccc(S(=O)(=O)N2CCN(C(=O)CNC(=O)c3sc4ccccc4c3Cl)CC2)cc1,-5,1,-13%,-1%,0%,-14,0,7.9%,-4
O=C(Nc1ccc(Cl)cc1)N1CCC(c2nc(-c3cccs3)no2)CC1,-46*,17,-13%,2%,0%,8,-12,0.8%,13
C=CCn1cnc2scc(-c3ccc(CC)cc3)c2c1=O,7,5,-7%,2%,-4%,-4,-9,1.1%,4
CCOC(=O)c1cc(-c2ccccc2)sc1NC(=O)C(C)C,-7,0,4%,-4%,0%,-7,-3,-0.1%,-5
Cc1csc2nc(SCC(=O)N3CCN(c4ccccc4)CC3)[nH]c(=O)c12,-4,9,-7%,3%,-2%,-1,-2,1.1%,-2
